Bioassay records (PubChem BioAssay)
APJ agonist = agonists of human APJ apelin receptor; P35414; CHO-K1 APJ PathHunter beta-arrestin, luminescence; 0% DMSO wells, 100% apelin; activation, % at 20 µM; 330,000 tested, 0.11% active; AID 2520;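 active = activation more than six SD over the plate average, tested at 20 µM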;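 also: 0% = DMSO alone and 100% = apelin-13 at 10 nM; some results filed as inactive read as strong as hits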
Target sequence (P35414 whole entry, looked up): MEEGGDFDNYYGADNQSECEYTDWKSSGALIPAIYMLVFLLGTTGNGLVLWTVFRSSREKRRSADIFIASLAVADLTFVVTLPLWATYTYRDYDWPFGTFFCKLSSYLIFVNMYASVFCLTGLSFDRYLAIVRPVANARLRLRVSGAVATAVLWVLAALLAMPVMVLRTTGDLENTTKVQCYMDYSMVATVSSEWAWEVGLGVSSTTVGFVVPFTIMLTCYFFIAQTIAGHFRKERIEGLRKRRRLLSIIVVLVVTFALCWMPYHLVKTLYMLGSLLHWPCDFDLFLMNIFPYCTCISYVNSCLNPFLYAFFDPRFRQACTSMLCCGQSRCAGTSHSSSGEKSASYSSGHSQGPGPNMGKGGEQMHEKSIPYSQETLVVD
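Assay system – PathHunter CHO-K1 APJ (AGTRL-1) beta-arrestin reporter cells · Compound – one dose, 20 µM compound, 1% DMSO · Timing – compound 90 min 25 °C, reagent 1 h · Measured by – luminescence from split beta-galactosidase complementation, Galacton Star/Emerald II substrate · Measure – beta-arrestin recruitment to APJ as agonist activity, luminescent signal · Benchmarks – DMSO vs Apelin-13 10 nM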
UPR CHOP act = activators of apoptotic arm of unfolded protein response (CHOP). activation, % at 10 µM. CHO-CHOP luciferase reporter, UPR activation, luminescence; percent of tunicamycin response over DMSO baseline. 330,000 tested, 0.34% active;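 active = at 10 µM dose, activation of 40% or more, normalized to positive control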;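 also: 100% = tunicamycin at 10 µg/mL and 0% = DMSO alone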
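Test system: CHO-CHOP cells, stable luciferase reporter of PERK-eIF2a-CHOP signalling | Quantity: 500 CHO-CHOP cells per well | Buffer or medium: F12 plus 10% serum | Compound dosing: 10 µM single point, 0.5% DMSO | Schedule: 6 h compound treatment, 37 °C | Signal: Luciferase luminescence | Control set: Tunicamycin high control, DMSO low control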
TIM10 inh = growth inhibitors of TIM10 yeast strain; S. cerevisiae TIM10 strain growth, BacTiter-Glo luminescence, 24 h; inhibition, % at 10 µM; 330,000 tested, 1.4% active; AID 463195;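 active = inhibition of 40% or more at the single tested concentration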;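 also: wild-type TIM10 isogenic control strain grown at permissive 25 °C; 0% = DMSO yeast wells and 100% = minimal medium wells without yeast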
APJ antag = APJ receptor antagonism; P35414; CHO-K1 APJ beta-arrestin complementation, luminescence; inhibition, % at 20 µM; 330,000 tested, 0.32% active; AID 2521;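 active = inhibition above about 40% at 20 µM, limit read from the data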;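 also: cells challenged with 10 nM apelin-13 agonist together with compound; plate controls were apelin-13 plus DMSO wells for no effect and DMSO wells lacking apelin-13 for full effect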
tim23-1 inh = tim23-1 yeast growth inhibition; inhibition, % at 20 µM; 330,000 tested, 1.3% active; S. cerevisiae tim23-1 growth, BacTiter-Glo luminescence, 24 h;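 active = growth inhibition of the mutant yeast at or above 50%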;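 also: temperature-sensitive mutant grown at 25 °C; plate controls were DMSO-treated mutant yeast for no effect and medium wells lacking yeast for full effect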
UPR XBP1 act = activators of adaptive arm of unfolded protein response (XBP1) | 330,000 tested, 0.33% active | CHO-XBP1 luciferase reporter, IRE1-XBP1 UPR activation, luminescence; percent of tunicamycin response, DMSO as zero | activation, % at 20 µM;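 active = versus positive control, 20 µM dose yields 30% or more activation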;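 also: 100% = tunicamycin at 10 µg/mL and 0% = DMSO only wells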
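assay system = CHO-XBP1 luciferase reporter cells | amount = 1000 cells/well | buffer or medium = F12 plus 10% FBS | compound dosing = single point, 20 µM final compound, 1% DMSO | incubation = 16-18 h cell attachment at 37 °C, then 6 h compound exposure | detection = Steady-Glo luminescence read | controls = tunicamycin 10 µg/mL and vehicle-only wells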
CXCR6 inh = inhibitors of human CXCR6 receptor | 360,000 tested, 0.36% active | inhibition, % at 20 µM | CHO-K1 PathHunter CXCR6 beta-arrestin, luminescence; in the data active = inhibition above about 34%, passing the limit was not always enough;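 also: antagonist mode with CXCL16 agonist at 10 nM final; 0% = 10 nM CXCL16 with DMSO and 100% = unstimulated wells without agonist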
Target sequence (O00574 whole entry, looked up): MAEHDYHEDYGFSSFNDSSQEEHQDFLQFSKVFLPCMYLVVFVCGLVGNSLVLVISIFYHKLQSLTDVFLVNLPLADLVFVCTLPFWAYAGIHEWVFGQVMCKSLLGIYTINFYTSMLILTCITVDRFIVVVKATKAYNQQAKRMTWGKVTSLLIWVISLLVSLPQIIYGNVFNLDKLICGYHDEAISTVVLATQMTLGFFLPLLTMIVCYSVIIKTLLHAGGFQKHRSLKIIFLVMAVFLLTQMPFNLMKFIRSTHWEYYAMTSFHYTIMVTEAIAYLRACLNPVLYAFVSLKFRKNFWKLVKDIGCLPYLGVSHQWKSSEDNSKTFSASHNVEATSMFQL
Mdm2-MdmX inh = human Mdm2/MdmX binding inhibition | O15151+Q00987 | SaOS-2 split-luciferase Mdm2/MdmX complementation, luminescence | inhibition, % at 8 µM | 330,000 tested, 3% active;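 active = inhibition of at least 50% at 8 µM in the primary screen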
tim10-1 inh = inhibits growth of tim10-1 mutant yeast; S. cerevisiae tim10-1 ts strain growth, BacTiter-Glo, 24 h; inhibition, % at 20 µM; 330,000 tested, 2.2% active; AID 463190;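 active = inhibition of at least 40%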;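 also: mutant grown at 25 °C; 0% = DMSO wells with yeast and 100% = wells holding no yeast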
* hit, by the source's call; · = no result given.

SMILES	APJ agonist	UPR CHOP act	TIM10 inh	APJ antag	tim23-1 inh	UPR XBP1 act	CXCR6 inh	Mdm2-MdmX inh	tim10-1 inh
Cc1cccc(/C=N/NC(=O)Cn2nc(C)cc2C)n1	0	-1.1	6	10	6	-1	5	-33	5
OCC1(Cc2ccccc2)CCN(C2CCN(c3ccccc3F)CC2)CC1	-1	0.4	-69	9	-102	-2	7	28	-36
O=C(Nc1ccccc1-c1nnn(CC(=O)N2CCc3ccccc3C2)n1)C1CCC1	-3	-1.9	5	6	16	-4	10	-5	25
Cc1cc(N2CCOCC2)nc2ccc(NC(=O)CCC(=O)N3CCN(c4ccccc4F)CC3)cc12	6	5.6	14	-13	16	-7	-11	-32	-2
CC(=O)NN1C(=O)c2ccccc2NC1c1ccccn1 (stereo not drawn)	3	2.7	-9	-31	11	-1	2	-6	-6
Cc1nc2scc(-c3ccccc3)c2c(=O)n1N=C1C=CC(=O)C=C1	-1	90*	22	-1	12	-7	·	70*	28
Nc1ccc(C(=O)OCc2nc3ccccc3[nH]2)cc1	-4	2.8	3	25	-7	-1	3	21	2
CCc1cc2cc(C)c(C)cc2nc1SCC(=O)NNC(=O)c1ccco1	-3	0.0	-16	-13	9	-4	-1	20	11
O=C(Nc1cc(S(=O)(=O)Nc2ccc(Cl)cc2)ccc1O)c1ccc(F)cc1F	-2	0.5	-3	-3	8	-3	-2	7	8
Cn1c(=O)c(C(=O)CN2CCc3ccccc32)c(N)n(Cc2ccccc2)c1=O	1	0.9	14	4	5	0	11	-17	13
Cc1cccn2c(=O)c(C(=O)NCCCN3CC(C)CC(C)C3)c(O)nc12 (stereo not drawn)	-2	-0.3	6	9	19	-3	-1	15	12
O=C(NCCc1ccccc1)c1cc([N+](=O)[O-])ccc1N1CCOCC1	-5	-0.9	-1	10	4	-2	9	32	-15
Cc1ccc(OCC(=O)NNC(=O)C2CSC3(C)CCC(=O)N23)cc1C (stereo not drawn)	-4	1.1	-2	13	-5	1	-7	25	-16
CCOC(=O)C1=NN(C(=O)Nc2cccc(C(F)(F)F)c2)C2C(=O)N(c3cccc(C(F)(F)F)c3)C(=O)C12 (stereo not drawn)	-3	-2.6	14	-16	4	0	3	4	12
COc1ccc(-c2noc(CCC(=O)NCCCN3CCC(Cc4ccccc4)CC3)n2)cc1	7	1.0	19	8	15	0	7	43	11
c1ccc(-c2ccccc2OCc2nnc3n2CCC3)cc1	-3	1.8	12	9	12	0	4	-1	0
CC(=O)Nc1nnc(S(=O)(=O)N2CCN(c3ccc([N+](=O)[O-])cc3Cl)CC2)s1	-1	-1.5	-3	-46	16	-4	-6	11	6
CCOC(=O)c1c(C)[nH]c(N=Nc2ccccc2)c1C	-5	4.6	23	16	20	29	17	-116	29
O=C(CN1CCCCC1)Nc1ccc(F)c(Cl)c1	-5	2.2	3	9	4	-1	4	1	4
Cc1ccc(Oc2nc3ccccn3c(=O)c2/C=C(\C#N)C(=O)Nc2c(C)n(C)n(-c3ccccc3)c2=O)c(C)c1	0	-0.4	6	-5	18	-1	3	9	30
CC(=O)N1c2ccc(S(=O)(=O)N3CCC(C(=O)NC4CCCC(C)C4C)CC3)cc2CC1C (stereo not drawn)	0	-1.8	18	-21	21	-2	2	15	10
COc1ccc(Cc2nc3ccc(C(=O)N(C)C(C)c4nccs4)cc3o2)cc1 (stereo not drawn)	-6	0.7	20	-11	32	-2	-7	25	15
Cc1cccc(-c2onc3ccc(C(=O)/C=C/N(C)C)cc23)c1	3	0.9	12	-17	27	-2	-5	22	48*
CCC(C(=O)OC)n1cnc2c(cnn2-c2ccc(Cl)cc2)c1=O (stereo not drawn)	-3	-1.9	-11	-5	0	-2	0	1	-14
CCCc1c(C)c2cccc(C)c2[nH]c1=O	-2	3.4	-12	0	22	2	-2	15	17
CC(=O)c1cccc(NC(=O)c2ccc(N(Cc3ccccc3)S(C)(=O)=O)cc2)c1	0	-1.7	6	0	5	-2	3	20	10
Cc1ccc(N(Cc2ccccc2)C(=O)c2ccc(Cl)c(S(=O)(=O)N3CCOCC3)c2)cc1	8	5.4	6	16	25	-2	14	30	14
Cc1cnc(C(=O)OCC(=O)Nc2ccc(Cl)cn2)cn1	-8	-0.3	-5	13	-9	-1	4	18	-3
CCN(CC)S(=O)(=O)c1ccc(C(=O)Nc2cc(S(=O)(=O)N3CCOCC3)ccc2O)cc1	-3	0.7	0	-13	-4	-2	-4	3	0
CCN(CC)CCCN1C(=O)C(=O)/C(=C(/O)c2ccccc2)C1c1cc(OC)ccc1OC (stereo not drawn)	-5	-1.1	-16	0	1	-1	-8	-17	16
N/C(=N\OC(=O)COc1cc(Cl)c(Cl)cc1Cl)c1ccccn1	-1	3.9	28	5	17	0	0	-181	35
O=C(CSCc1ccccc1)Nc1ccc(F)c(F)c1	-1	4.8	-1	-3	13	0	2	-3	23
CC(C)(C)c1ccc(Oc2coc3cc(OCC(=O)O)ccc3c2=O)cc1	-1	1.0	-10	-3	5	-7	-1	-17	6
Cc1ccccc1OCCC(=O)OCC(=O)Nc1cc(S(=O)(=O)N2CCOCC2)ccc1Cl	0	0.8	12	-2	26	-2	-14	27	32
COc1ccc(NC(=O)c2noc3c2CCCCC3)cc1	0	2.5	-9	-30	17	1	-3	-223	11
Cc1ccccc1N(CC(=O)NCc1ccc2c(c1)OCO2)C(=O)CCC(=O)Nc1ccccn1	-5	-1.2	-3	12	5	-2	-4	20	-5
Cc1ccc(OC(C)C(=O)Nc2ccccc2C(=O)N2CCN(C)CC2)cc1 (stereo not drawn)	13	4.0	4	-28	-1	-4	-2	-22	-2
Oc1ccc(N=Nc2nc(-c3ccccc3)c(-c3ccccc3)[nH]2)cc1	-8	9.9	22	54*	32	0	53*	28	10
CC1CCN(C(=O)CNC(=O)Cn2ccc3ccccc3c2=O)CC1	-2	-0.7	-9	1	-10	-1	3	3	2
O=C(Nc1ccccc1-c1ccccc1)c1ccc(Cl)c([N+](=O)[O-])c1	-1	-0.3	-3	7	16	-3	-12	29	17

Some entries already given, limited to UPR XBP1 act and tim23-1 inh:
smiles	UPR XBP1 act	tim23-1 inh
Cc1ccccc1N(CC(=O)NCc1ccc2c(c1)OCO2)C(=O)CCC(=O)Nc1ccccn1	-2	5
Oc1ccc(N=Nc2nc(-c3ccccc3)c(-c3ccccc3)[nH]2)cc1	0	32
O=C(CSCc1ccccc1)Nc1ccc(F)c(F)c1	0	13

Later entries
SMILES	APJ agonist	UPR CHOP act	TIM10 inh	APJ antag	tim23-1 inh	UPR XBP1 act	CXCR6 inh	Mdm2-MdmX inh	tim10-1 inh
CCc1cc(Cn2nc(-c3ccccc3)cc2C(=O)NCc2cccs2)on1	2	0.8	-1	6	25	6	10	36	4
Cc1ccc(-n2c(-c3nn(C)c(C)c3Cl)n[nH]c2=S)cc1	7	0.0	11	-2	-3	-1	0	-3	2
CCOCCCNC(=S)NCCNc1nc2c(C)cccc2cc1C#N	-1	0.2	16	0	18	3	-2	6	16
N#Cc1ccc(OCC(O)CN2CCN(c3ncc(C(F)(F)F)cc3Cl)CC2)cc1 (stereo not drawn)	-4	-1.3	-112	-8	-146	1	-12	19	-56
CCOC(=O)Cc1csc(NC(=O)NC2(C(F)(F)F)Oc3cc(Cl)c(Cl)cc3O2)n1	10	-1.7	16	-17	10	7	-2	2	8
CC(=O)CCc1ccc(Oc2nc(-c3cccnc3)nc3ccccc23)cc1	-3	0.4	-28	-8	34	13	-7	32	-17
COc1ccc(S(=O)(=O)N(C)C[C@@H]2Oc3c(NS(=O)(=O)c4cn(C)cn4)cccc3C(=O)N([C@@H](C)CO)C[C@@H]2C)cc1	-1	-1.4	-9	4	8	0	-3	14	9
COC(=O)c1ccccc1N/C=C/C(=O)c1ccc(Br)cc1	-3	2.2	-10	-11	11	1	12	-53	-2
Cc1[nH]c2ccccc2c1C(C[N+](=O)[O-])c1cccc(O)c1 (stereo not drawn)	-2	-0.9	-1	13	12	-3	-2	20	22
c1ccc(CN2C3=NCCN3c3ccccc32)cc1	6	-1.4	0	-2	19	-1	-5	23	7
CCOC(=O)CC1C(=O)NCCN1S(=O)(=O)c1ccc(Cl)cc1 (stereo not drawn)	0	3.5	-5	-6	6	-1	1	-3	12
COc1c(N2CCN[C@H](C)C2)c(F)cc2c(=O)c(C(=O)O)cn(C3CC3)c12	-3	0.9	-6	10	9	-8	·	15	5
COc1ccc(S(=O)(=O)NCCCCCC(=O)O)cc1C(=O)O	-2	0.8	-13	-6	-6	-5	4	-3	-6
Cc1ccccc1CSCCNC(=S)Nc1ccccc1	-1	-2.0	26	-1	12	-2	-1	-16	45*
COc1cccc(OC)c1C(=O)Nc1ccccc1C(=O)N1CCCC1	4	0.6	-7	-4	5	-2	-9	-5	-26
Cc1cc(NC(=O)c2ccc(Cl)cc2Cl)n(CCC#N)n1	-2	0.1	-4	-7	2	-3	-7	19	7
CSc1cnn(-c2ccccc2)c(=O)c1SC	-1	1.0	8	2	2	2	4	5	6
CCCCn1c(N)c(N(CCOC)C(=O)c2c(C)noc2C)c(=O)[nH]c1=O	0	0.3	-1	9	10	1	-3	13	-2
COc1ccc(-c2ccc(NCCC3=CCCCC3)nn2)cc1OC	-4	-0.3	6	5	-2	-1	2	23	3
COc1c(C)cccc1C(=O)Nc1ccc(CN2CCOCC2)cc1	0	3.6	8	8	6	3	-2	-47	30
CCN(CC)CCNC(=O)c1ccc(NC(=O)c2cc(-c3ccco3)nc3ccccc23)cc1	55*	1.7	11	-19	16	-3	4	55*	6
COc1ccc(OC)c(Nc2ncnc3c2cnn3-c2ccccc2)c1	-1	2.3	11	3	29	3	-1	-26	32
CC(NC(=O)c1cc([N+](=O)[O-])cc([N+](=O)[O-])c1)c1ccc(-n2ccnc2)cc1 (stereo not drawn)	25	0.7	6	-129	8	-8	-18	20	1
CCCNC(=O)c1ccccc1NC(=O)CN(c1ccccc1OCC)S(C)(=O)=O	-2	1.0	12	-5	-1	9	2	11	12
CCOC(=O)[C@H]1[C@H]2COc3ccc(C)cc3[C@@H]2N2C(=O)CN(Cc3ccc(F)cc3)C(=O)[C@@]12C	-3	2.4	14	-4	27	0	2	3	18
O=C(NNc1cc(N2CCOCC2)nc(N2CCOCC2)n1)c1ccc(Cl)cc1Cl	-1	0.5	-15	4	-8	0	5	2	15
O=C(c1ccc(CS(=O)(=O)Cc2ccccc2)cc1)N1CCCCC1	-2	-0.1	-7	18	6	-2	7	27	-15

Not all compounds are listed, so the mix of outcomes need not match the whole.
